HP1b binding inh: blocks HP1-beta chromodomain binding to methylated histone tails | actives 0.56% (n = 390,000) | AID 540317 | Potency, µM (series often up to 114 µM), for inactives: at the highest dose activity change, negative = inhibition, actives largely listed as inhibitors | P83916 | AlphaScreen HP1-beta / biotin-H3K9me3 peptide binding; further: potency means the concentration at half of the fitted maximal effect; nearly all actives have a fitted effect of over 70% in size; inactives centre near 23
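HP1-beta protein (50 nM final) preincubated 30 min at room temperature with biotinylated H3(1-18)K9me3 peptide (50 nM) in PBS pH 7.4, 0.01% Tween-20, then compound added for 30 min. AlphaScreen streptavidin donor/nickel chelate acceptor beads (10 ug/mL final), 30 min dark, luminescence read.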
BAZ2B block: blocks human BAZ2B | AlphaScreen BAZ2B-H3K14Ac peptide displacement | Potency, µM (highest dose often 114 µM), inactives show top-dose activity change, negative = inhibition, most hits filed as inhibitors | actives 4.4% (n = 360,000) | AID 504333; further: potency means the concentration at half of the fitted maximal effect; on the % scale 0 is the no-effect control and ±100 the full control effect; nearly all actives have a fitted effect of over 60% in size
Target sequence (Q9UIF8 whole entry, looked up): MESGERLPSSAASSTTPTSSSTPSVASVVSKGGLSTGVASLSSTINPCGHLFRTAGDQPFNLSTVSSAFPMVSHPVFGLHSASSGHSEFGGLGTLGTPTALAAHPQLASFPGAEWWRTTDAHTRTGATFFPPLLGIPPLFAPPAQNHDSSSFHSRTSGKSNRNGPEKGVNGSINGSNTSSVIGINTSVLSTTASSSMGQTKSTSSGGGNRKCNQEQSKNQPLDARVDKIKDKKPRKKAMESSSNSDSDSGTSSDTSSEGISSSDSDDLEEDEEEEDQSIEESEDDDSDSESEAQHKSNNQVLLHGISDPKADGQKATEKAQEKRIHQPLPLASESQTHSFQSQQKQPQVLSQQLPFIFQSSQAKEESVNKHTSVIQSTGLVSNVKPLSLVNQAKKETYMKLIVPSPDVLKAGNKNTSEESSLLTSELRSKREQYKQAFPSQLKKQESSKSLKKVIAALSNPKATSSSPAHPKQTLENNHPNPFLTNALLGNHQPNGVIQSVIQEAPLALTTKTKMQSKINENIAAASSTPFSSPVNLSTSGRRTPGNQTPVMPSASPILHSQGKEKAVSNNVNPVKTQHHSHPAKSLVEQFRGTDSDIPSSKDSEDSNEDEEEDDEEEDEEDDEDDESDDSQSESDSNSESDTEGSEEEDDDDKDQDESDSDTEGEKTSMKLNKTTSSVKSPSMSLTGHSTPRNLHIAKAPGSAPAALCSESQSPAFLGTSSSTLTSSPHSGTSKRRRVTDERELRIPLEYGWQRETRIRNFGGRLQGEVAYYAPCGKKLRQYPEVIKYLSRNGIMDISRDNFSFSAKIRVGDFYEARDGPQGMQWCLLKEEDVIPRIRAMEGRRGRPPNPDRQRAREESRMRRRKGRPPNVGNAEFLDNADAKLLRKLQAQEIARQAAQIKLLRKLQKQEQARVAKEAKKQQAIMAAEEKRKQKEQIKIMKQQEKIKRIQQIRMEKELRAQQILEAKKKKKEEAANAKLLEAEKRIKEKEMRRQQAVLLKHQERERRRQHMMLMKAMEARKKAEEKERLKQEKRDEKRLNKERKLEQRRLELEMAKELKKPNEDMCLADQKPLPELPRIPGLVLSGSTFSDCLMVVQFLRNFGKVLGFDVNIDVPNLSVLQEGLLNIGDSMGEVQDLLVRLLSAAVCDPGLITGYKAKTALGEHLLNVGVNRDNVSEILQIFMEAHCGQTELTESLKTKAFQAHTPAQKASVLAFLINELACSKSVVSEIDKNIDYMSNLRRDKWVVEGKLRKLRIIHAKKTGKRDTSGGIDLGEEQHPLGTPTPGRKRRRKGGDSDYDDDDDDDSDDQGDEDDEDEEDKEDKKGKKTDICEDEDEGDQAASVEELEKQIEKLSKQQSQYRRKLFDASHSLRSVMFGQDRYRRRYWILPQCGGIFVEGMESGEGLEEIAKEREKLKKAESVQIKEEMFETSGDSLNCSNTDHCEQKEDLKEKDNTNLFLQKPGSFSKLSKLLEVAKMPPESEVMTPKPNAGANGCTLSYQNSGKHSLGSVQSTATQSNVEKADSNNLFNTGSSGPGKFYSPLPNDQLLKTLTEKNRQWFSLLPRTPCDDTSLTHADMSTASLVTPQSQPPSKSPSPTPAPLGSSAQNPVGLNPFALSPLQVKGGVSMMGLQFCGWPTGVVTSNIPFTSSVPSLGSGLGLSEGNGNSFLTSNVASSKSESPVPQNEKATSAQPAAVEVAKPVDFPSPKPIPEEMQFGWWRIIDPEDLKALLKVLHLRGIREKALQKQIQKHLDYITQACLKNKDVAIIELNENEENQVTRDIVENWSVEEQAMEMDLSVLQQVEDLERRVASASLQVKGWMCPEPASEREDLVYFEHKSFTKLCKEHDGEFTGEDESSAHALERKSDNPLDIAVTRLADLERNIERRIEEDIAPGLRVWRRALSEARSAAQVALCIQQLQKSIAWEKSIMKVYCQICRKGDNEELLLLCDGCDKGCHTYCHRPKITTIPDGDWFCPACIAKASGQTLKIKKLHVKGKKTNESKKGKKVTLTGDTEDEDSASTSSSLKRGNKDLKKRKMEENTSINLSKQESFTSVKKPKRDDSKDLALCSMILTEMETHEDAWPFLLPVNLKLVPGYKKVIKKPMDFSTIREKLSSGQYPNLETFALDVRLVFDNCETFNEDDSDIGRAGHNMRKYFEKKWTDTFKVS
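AlphaScreen displacement of biotin-H3(5-23)K14Ac peptide (50 nM final) from BAZ2B (50 nM final) in PBS pH 7.4, 0.01% Tween-20; complex preformed 30 min RT, then compounds (top 110 uM) 30 min RT, beads 20 min dark.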
Pin1 inh: human Pin1 inhibition | Q13526 | Pin1 FP peptide displacement, HiFluor488, 10 min | Potency, µM (doses to about 115 µM), for inactives: top-dose activity, negative = inhibition, hits mostly inhibitors | actives 0.009% (n = 390,000) | AID 504891; active means well fitted inhibition curve with a large enough effect in the polarisation, with a control signal flat, not every such curve was filed as active; inconclusive means small, poorly fitted or top-dose-only effect, or effect the other way, or a change in a side signal; inactive means no such curve, though single readings can be large or run the other way; the % refers to the polarisation; further: potency means the concentration at half of the fitted maximal effect; on the % scale 0 is the no-effect control and ±100 the full control effect
Tb PGK inh: blocks T. brucei phosphoglycerate kinase. P07378. PGK/GAPDH coupled, Kinase-Glo luminescence, 60 min. Potency, µM (top dose mostly 57.5 µM), for the others: at the highest dose activity change, negative = inhibition, hits mostly inhibitors. actives 0.043% (n = 380,000). AID 602233; further: potency means the concentration at half of the fitted maximal effect; on the % scale 0 is the no-effect control and ±100 the full control effect; nearly all actives have a fitted effect of over 60% in size
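Luminescent ATP detection (Kinase-Glo Plus) follows a 60-minute room-temperature incubation, with wells lacking PGK as controls. Buffer: 100 mM TEA (pH 7.6), 5 mM MgCl2, 0.01% Tween-20. Coupling enzyme GAPDH (100 nM final) supplies unstable 1,3-BPG in-well.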
POLH inh: blocks human DNA polymerase eta activity; recombinant Pol eta, fluorescent DNA replication assay; Potency, µM (titrated, usually from 114 µM), for inactives: at the highest dose activity change, negative = inhibition, hits mostly inhibitors; actives 1.2% (n = 390,000); AID 588591; further: potency means the concentration at half of the fitted maximal effect; on the % scale 0 is the no-effect control and ±100 the full control effect
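Pol eta at 10 nM preincubated with compounds 15 min at room temperature; reaction started with fluorescent substrate (50 nM final) and read kinetically at 0 and 10 min.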
JMJD2A Tudor: inhibitors of human JMJD2A Tudor domain; O75164; AlphaScreen JMJD2A-Tudor / H3K4me3 peptide binding; Potency, µM (series often up to 114 µM), inactives show at the highest dose activity change, negative = inhibition, usual class: inhibitors; actives 4.4% (n = 390,000); further: potency means the concentration at half of the fitted maximal effect; on the % scale 0 is the no-effect control and ±100 the full control effect; nearly all actives have a fitted effect of over 50% in size
GLS inhibitor: glutaminase GLS (human) inhibition; actives 0.21% (n = 410,000); GLS enzymatic activity, qHTS titration; Potency, µM (doses to about 45.5 µM), without a hit: at the highest dose activity change, negative = inhibition, hits mostly inhibitors; further: potency means the concentration at half of the fitted maximal effect; on the % scale 0 is the no-effect control and ±100 the full control effect
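Human kidney-isoform GLS in 45 mM KH2PO4 pH 8.2, 0.02% Tween-20, with compound, started with 1mM L-Glutamine (added stock). Glutamate oxidase/HRP/Amplex red coupled fluorescence read at start and after 30 min at RT.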
PI4K2A inh: blocks human PI4K2A kinase activity | Q9BTU6 | purified PI4K2A, ADP-Glo luminescence, 1 h; active compounds read low | activity change, negative = inhibition, % at 76.9 µM | actives 0.13% (n = 420,000); in the data active means activity change below about -50%; inconclusive means mostly about -30% to -49%;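 further: -100% = wells without enzyme as full effect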
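ADP-Glo luminescence measured ADP generated by PI4K2A enzyme (4 ug/mL before mixing) with 1.2 mM PI substrate (pre-mix) and 300 microM ATP (pre-mix). Tris pH7.5 buffer with MgCl2, Triton X-100; 1 h reaction at ambient temperature.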
G9a block: inhibitors of human histone lysine methyltransferase G9a; G9a H3K9 monomethylation, AlphaScreen, 2 h; Potency, µM (series often up to 102 µM), without a hit: top-dose activity, negative = inhibition, most hits filed as inhibitors; actives 8.8% (n = 350,000); further: potency means the concentration at half of the fitted maximal effect; on the % scale 0 is the no-effect control and ±100 the full control effect; nearly all actives have a fitted effect of over 75% in size
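Methyltransferase reactions run at room temperature for 2 h (20 nM enzyme, 500 nM biotin-H3K9 peptide, 20 uM SAM) after a 15 min compound preincubation; product detected by AlphaScreen beads and anti-H3K9me1 antibody.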
Active calls of the source: *; [ ] = remark or other dose. Unless noted, the call rests on the fitted dose curve; in most records, active means well fitted curve in the direction sought with a large enough effect; inconclusive means small, poorly fitted or top-dose-only effect, or another doubt; inactive means no such curve, though single readings can be large; an effect the other way counts as inactive or inconclusive.

How did N=c1sccn1CC(=O)Nc1ccc([N+](=O)[O-])cc1Cl do in these assays?
HP1b binding inh: 52.4%[activator]; BAZ2B block: -4.4%; Pin1 inh: 1.5%; Tb PGK inh: 3.7%; POLH inh: 1.2%; JMJD2A Tudor: -6.8%; GLS inhibitor: 3.3%; PI4K2A inh: -1.8; G9a block: 6.8%[59 µM]

What do the screens show for `O=C(CSc1nnc(-c2c[nH]c3ccccc23)o1)c1ccccc1`?
HP1b binding inh: 26.8%; BAZ2B block: -28.6%; Pin1 inh: 1.1%; Tb PGK inh: -4.2%; POLH inh: -10.5%; JMJD2A Tudor: -9.3%; GLS inhibitor: -1.1%; PI4K2A inh: -3.1; G9a block: -8.5%[59 µM]

How did CN(C)S(=O)(=O)Oc1ccccc1C(=O)Nc1ccc(F)cc1F do in these assays?
HP1b binding inh: 8.1%; BAZ2B block: -1.2%; Pin1 inh: 3.1%; Tb PGK inh: 1.1%; POLH inh: -2.9%; JMJD2A Tudor: -19.6%; GLS inhibitor: -0.4%; PI4K2A inh: 3.0

What do the screens show for `CCOC(=O)N1CCN(C(=O)COC(=O)c2cccc(S(C)(=O)=O)c2)CC1`?
HP1b binding inh: 23.6%; BAZ2B block: 6.5%; Pin1 inh: -2.5%; Tb PGK inh: -5.2%; POLH inh: -22.8%; JMJD2A Tudor: 9.5%; GLS inhibitor: -10.7%; PI4K2A inh: -2.0; G9a block: inconclusive

Results for Cc1c(NC(=O)/C(=C\c2ccccc2)NC(=O)c2ccccc2)c(=O)n(-c2ccccc2)n1C ?
HP1b binding inh: -0.6%; BAZ2B block: -5.5%; Pin1 inh: -1.5%; Tb PGK inh: -14.1%; POLH inh: -5.4%; JMJD2A Tudor: -3.4%; GLS inhibitor: -0.1%; PI4K2A inh: -11.5; G9a block: -2.9%[12.7 µM]

Results for CN(C(=O)CCNC(=O)N1CC(=O)Nc2ccccc21)C1CCCCC1 ?
HP1b binding inh: 19.2%; BAZ2B block: -1.3%; Pin1 inh: -1.8%; Tb PGK inh: -4.6%; POLH inh: 11.4%; JMJD2A Tudor: -6.1%; GLS inhibitor: 3.3%; PI4K2A inh: -3.2

What do the screens show for `CN(C)c1nc(N)nc(CSc2nnnn2-c2ccccc2)n1`?
HP1b binding inh: 26.5%; BAZ2B block: 8.7%; Pin1 inh: -1.7%; Tb PGK inh: -7.7%; POLH inh: -5.9%; JMJD2A Tudor: 5.8%; GLS inhibitor: 2.7%; PI4K2A inh: 4.0; G9a block: -6.3%[12.7 µM]

What do the screens show for `O=C(COC(=O)C1CCN(S(=O)(=O)c2ccc3c(c2)OCCO3)CC1)Nc1ccccc1OC(F)F`?
HP1b binding inh: 11.1%; BAZ2B block: -3.2%; Pin1 inh: 14.7%; Tb PGK inh: -2.8%; POLH inh: -16.4%; JMJD2A Tudor: -9.3%; GLS inhibitor: 2.8%; PI4K2A inh: -3.8; G9a block: 8.1%[59 µM]

How did O=C(NC(=S)NC1CCSC1=O)c1cccs1 (centres undefined) do in these assays?
HP1b binding inh: 39.7%[activator]; BAZ2B block: -4.6%; Pin1 inh: -6.9%; Tb PGK inh: -4.2%; POLH inh: -17.8%; JMJD2A Tudor: -33.8%; GLS inhibitor: 14.2%; PI4K2A inh: -5.4; G9a block: inconclusive

Results for Cc1cc2c(cc3c(SCC(=O)Nc4ccc(Cl)cc4F)nncn32)o1 ?
HP1b binding inh: 1.4%; BAZ2B block: inconclusive; Pin1 inh: 27.5%; Tb PGK inh: inactive; POLH inh: inconclusive; JMJD2A Tudor: -33.7%; GLS inhibitor: 3.9%; PI4K2A inh: -1.9; G9a block: inconclusive

What do the screens show for `Cc1ccc(-c2cc(C(F)(F)F)n3ncc(C(=O)N4CCN(C)CC4)c3n2)cc1`?
HP1b binding inh: 21.8%; BAZ2B block: 29.1%; Pin1 inh: -1.1%; Tb PGK inh: -3.2%; POLH inh: inconclusive; JMJD2A Tudor: -1.0%; GLS inhibitor: -6.7%; PI4K2A inh: -1.9; G9a block: -0.8%[59 µM]

What do the screens show for `CN(C)c1ccc(/C=N/Nc2cc(N3CCOCC3)nc(N3CCOCC3)n2)cc1`?
HP1b binding inh: 14.0%; BAZ2B block: -27.1%; Pin1 inh: -3.4%; Tb PGK inh: inactive; POLH inh: -8.9%; JMJD2A Tudor: -19.5%; GLS inhibitor: -1.9%; PI4K2A inh: -3.6; G9a block: inconclusive

What do the screens show for `CC(C)(C)N(NC(=O)Nc1ccccc1)C(=O)c1ccccc1Cl`?
HP1b binding inh: 8.3%; BAZ2B block: 4.1%; Pin1 inh: -9.2%; Tb PGK inh: 1.1%; POLH inh: -13.4%; JMJD2A Tudor: -11.5%; GLS inhibitor: 4.7%; PI4K2A inh: 7.1; G9a block: 48.0%[12.7 µM]

Results for Cc1ccc(-c2nc3ccccc3o2)cc1NC(=O)c1ccc2c(c1)OCO2 ?
HP1b binding inh: 0.1%; BAZ2B block: 2.5%; Pin1 inh: 1.0%; Tb PGK inh: -2.8%; POLH inh: -9.8%; JMJD2A Tudor: -24.3%; GLS inhibitor: -7.9%; PI4K2A inh: 2.1; G9a block: -24.2%[12.7 µM]

Results for COc1ccccc1NC(=O)C1=C(C)Nc2c(C(=O)Nc3cccc(C)c3)cnn2C1c1ccccc1C (centres undefined) ?
HP1b binding inh: 14.6%; BAZ2B block: 1.1%[57.1 µM]; Pin1 inh: 0.1%; Tb PGK inh: 0.5%; POLH inh: 4.9%; JMJD2A Tudor: -16.8%; GLS inhibitor: 5.5%; PI4K2A inh: -0.5; G9a block: -9.5%[59 µM]

Random excerpt: 2 records from the list.
What do the screens show for `Cc1ccc(-c2cc(C(F)(F)F)n3ncc(C(=O)N4CCN(C)CC4)c3n2)cc1`?
HP1b binding inh: 21.8%; BAZ2B block: 29.1%; Pin1 inh: -1.1%; Tb PGK inh: -3.2%; POLH inh: inconclusive; JMJD2A Tudor: -1.0%; GLS inhibitor: -6.7%; PI4K2A inh: -1.9; G9a block: -0.8%[59 µM]

What do the screens show for `CC(C)(C)N(NC(=O)Nc1ccccc1)C(=O)c1ccccc1Cl`?
HP1b binding inh: 8.3%; BAZ2B block: 4.1%; Pin1 inh: -9.2%; Tb PGK inh: 1.1%; POLH inh: -13.4%; JMJD2A Tudor: -11.5%; GLS inhibitor: 4.7%; PI4K2A inh: 7.1; G9a block: 48.0%[12.7 µM]

Other records:
Results for CCc1ccc(CN(C)C(=O)C2CCC(=O)N(CCCN3CCCC3=O)C2)cc1 (centres undefined) ?
HP1b binding inh: 26.9%; BAZ2B block: -1.4%; Pin1 inh: -4.2%; Tb PGK inh: 1.5%; POLH inh: -1.2%; JMJD2A Tudor: -8.8%; GLS inhibitor: 1.1%; PI4K2A inh: 1.6; G9a block: 16.3%

What do the screens show for `O=C1CCSC2(C(=O)N(Cc3ccc(F)cc3)c3ccccc32)N1c1ccc(Cl)cc1` (centres undefined)?
HP1b binding inh: 12.2%; BAZ2B block: -16.4%[57.1 µM]; Pin1 inh: 1.0%; Tb PGK inh: 11.2%; POLH inh: -7.7%; JMJD2A Tudor: -32.4%; GLS inhibitor: -4.0%; PI4K2A inh: -2.5; G9a block: inconclusive

What do the screens show for `COc1ccccc1N1CCN(C(=O)CCc2nnc3n(C)c(=O)c4sccc4n23)CC1`?
HP1b binding inh: 34.1%; BAZ2B block: -0.1%; Pin1 inh: -0.3%; Tb PGK inh: 6.7%; POLH inh: -9.7%; JMJD2A Tudor: -17.4%; GLS inhibitor: 0.9%; PI4K2A inh: -3.3; G9a block: -23.5%[59 µM]

Results for COc1cccc(C(=O)N2CCN(C(=O)c3ccc(-c4ccccc4)cc3)CC2)c1OC ?
HP1b binding inh: 23.9%; BAZ2B block: -29.7%; Pin1 inh: -9.5%; Tb PGK inh: 5.9%; POLH inh: -8.0%; JMJD2A Tudor: -3.3%; GLS inhibitor: 19.8%; PI4K2A inh: 7.7; G9a block: -35.5%

Results for Cc1cc(Nc2ccccc2)n(CCOC(=O)COc2ccccc2)n1 ?
HP1b binding inh: 27.1%; BAZ2B block: -36.3%; Pin1 inh: -12.2%; Tb PGK inh: 2.4%; POLH inh: -17.5%; JMJD2A Tudor: -14.9%; GLS inhibitor: -12.9%; PI4K2A inh: -3.8; G9a block: inconclusive

How did CCCCn1c(N)c(N(CCOC)C(=O)c2cc(-c3ccccc3Cl)nc3ccccc23)c(=O)[nH]c1=O do in these assays?
HP1b binding inh: 12.3%; BAZ2B block: 29.9%; Pin1 inh: 5.7%; Tb PGK inh: -1.4%; POLH inh: -2.5%; JMJD2A Tudor: -7.6%; GLS inhibitor: 7.6%; PI4K2A inh: 2.7; G9a block: -25.7%

How did COc1ccc(CCNCC(=O)Nc2ccc(OC(F)F)cc2)cc1 do in these assays?
HP1b binding inh: 8.6%; BAZ2B block: 1.3%; Pin1 inh: -2.7%; Tb PGK inh: -0.5%; POLH inh: -16.3%; JMJD2A Tudor: 5.3%; GLS inhibitor: -2.1%; PI4K2A inh: -1.3; G9a block: 6.4%

How did CC(=O)CC(C)(C)S(=O)(=O)c1ccc(Oc2ccc(S(=O)(=O)C(C)(C)CC(C)=O)cc2)cc1 do in these assays?
HP1b binding inh: 26.3%; BAZ2B block: -3.6%; Pin1 inh: -4.7%; Tb PGK inh: -0.3%; POLH inh: -16.2%; JMJD2A Tudor: -7.1%; GLS inhibitor: -1.7%; PI4K2A inh: 7.6; G9a block: -7.7%[59 µM]

What do the screens show for `Cc1cccc(C)c1NC(=O)N1CCC(C(=O)c2ccc(F)cc2)CC1`?
HP1b binding inh: -18.1%; BAZ2B block: -0.4%; Pin1 inh: -3.8%; Tb PGK inh: -5.8%; POLH inh: -14.8%; JMJD2A Tudor: -9.1%; GLS inhibitor: -28.9%; PI4K2A inh: 4.8; G9a block: 39.5%[activator]

Assay outcomes: PubChem BioAssay, National Center for Advancing Translational Sciences (NCATS)

Some of the compounds tested; count on the stated rates, not on these rows.
